Compound activity deposited in PubChem BioAssay by several laboratories.
Anthrax LF prot: Bacillus anthracis LF protease inhibitors, primary screen, biochemical, multiplex microsphere, MLPCN library; Lethal factor (Bacillus anthracis), P15917; multiplex microsphere protease cleavage assay; inhibition, % at 10 µM; 360,000 tested, 0.12% active; also: plate controls were buffer without enzyme for full effect and enzyme alone for no effect
Target sequence (P15917 whole entry, looked up): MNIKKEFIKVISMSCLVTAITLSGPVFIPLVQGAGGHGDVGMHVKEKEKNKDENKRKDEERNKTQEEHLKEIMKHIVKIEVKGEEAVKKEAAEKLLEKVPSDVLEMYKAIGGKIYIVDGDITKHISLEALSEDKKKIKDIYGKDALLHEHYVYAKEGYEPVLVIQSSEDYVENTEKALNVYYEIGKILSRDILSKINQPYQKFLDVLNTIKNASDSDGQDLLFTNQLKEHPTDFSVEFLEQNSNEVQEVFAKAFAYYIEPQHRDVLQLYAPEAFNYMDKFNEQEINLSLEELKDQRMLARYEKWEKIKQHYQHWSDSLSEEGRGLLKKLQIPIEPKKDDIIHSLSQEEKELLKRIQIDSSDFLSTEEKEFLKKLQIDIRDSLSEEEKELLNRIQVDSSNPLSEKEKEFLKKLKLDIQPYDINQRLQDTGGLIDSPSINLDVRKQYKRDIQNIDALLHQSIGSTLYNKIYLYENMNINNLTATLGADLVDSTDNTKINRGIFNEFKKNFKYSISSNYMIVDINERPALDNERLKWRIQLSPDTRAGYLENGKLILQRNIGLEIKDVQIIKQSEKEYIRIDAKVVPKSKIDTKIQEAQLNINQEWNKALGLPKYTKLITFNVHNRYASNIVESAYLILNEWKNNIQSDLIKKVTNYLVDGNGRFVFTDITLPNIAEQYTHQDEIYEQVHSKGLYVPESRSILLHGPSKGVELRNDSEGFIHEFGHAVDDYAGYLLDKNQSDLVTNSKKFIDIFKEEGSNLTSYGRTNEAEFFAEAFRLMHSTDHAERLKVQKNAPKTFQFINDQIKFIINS
SSB-PriA inh: inhibitors of Klebsiella pneumoniae PriA binding to SSB C-terminal tail, primary screen, biochemical, AlphaScreen. PriA–SSB C-terminal tail interaction (Klebsiella pneumoniae). AlphaScreen SSBct-PriA binding, biotinylated peptide. inhibition, % at 33 µM. 430,000 tested, 0.6% active; in the data active = inhibition mostly above about 37%, no sharp cut-off; inactive = mostly below about 20%;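 also: plate controls were negative control peptide for no effect and reference peptide for full effect; strong numbers were not always called active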
Y pestis TopoI: Yersinia pestis topoisomerase I inhibitors, primary screen, biochemical, cleavage product accumulation, plate reader, single point | DNA topoisomerase I (Yersinia pestis CO92) | Y. pestis Topo-I cleavage product accumulation | activity, % at 10 µM | 360,000 tested, 0.064% active | AID 504884, 2011; in the data active = activity above about 50%, passing the limit was not always enough; inconclusive = no clear call, values can overlap the other calls; also: inactives centre near 2
VHR inh abs: VHR1 phosphatase inhibitors, primary screen, biochemical, absorbance, uHTS; Dual specificity protein phosphatase 3 (Homo sapiens), P51452; recombinant VHR phosphatase, pNPP absorbance; inhibition, % at 13.3 µM; 290,000 tested, 0.52% active; in the data active = inhibition above about 50%; also: some compounds called inactive have numbers as strong as hits
Target sequence (P51452 whole entry, looked up): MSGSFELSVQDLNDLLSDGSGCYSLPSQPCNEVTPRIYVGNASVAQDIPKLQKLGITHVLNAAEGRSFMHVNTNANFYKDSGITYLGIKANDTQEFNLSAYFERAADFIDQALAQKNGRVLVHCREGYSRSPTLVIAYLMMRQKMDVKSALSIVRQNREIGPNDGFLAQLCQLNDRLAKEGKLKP
3CLpro inhibitor: SARS-CoV 3CLpro protease inhibitors, primary screen, biochemical, quenched FRET; AID 1706, 2009; 290,000 tested, 0.14% active; inhibition, % at 6 µM; recombinant SARS-CoV 3CLpro, quenched FRET peptide cleavage; Replicase polyprotein 1ab (Severe acute respiratory syndrome coronavirus), P0C6X7; in the data active = inhibition above about 12%
TcdB inh: TcdB glycohydrolase inhibitors, primary screen, biochemical, single point, plate reader | inhibition, % at 9.99 µM | 350,000 tested, 0.24% active | Toxin B (Clostridioides difficile), P18177 | TcdB glycohydrolase enzymatic assay | AID 652162, 2013; in the data active = inhibition above about 10%
CCHFV vOTU inh: CCHFV vOTU protease inhibitors, primary screen, biochemical, Pep-AMC substrate, fluorescence | Crimean-Congo hemorrhagic fever virus L polyprotein viral ovarian tumor (vOTU) protease … | inhibition, % at 11.5 µM | 370,000 tested, 0.55% active; in the data active = inhibition above about 30%; also: 0% = vehicle wells with enzyme and 100% = no enzyme wells
Vc quorum ag: inducers of Vibrio cholerae quorum light production without autoinducers, primary screen, BH1578 luxS cqsA deficient, single point. V. cholerae BH1578 lux reporter, luminescence, 6 h. activation, % at 18.7 µM. 350,000 tested, 0.16% active; in the data active = activation mostly above about 9.7%, no sharp cut-off; inconclusive = no clear call, values can overlap the other calls; inactive = mostly below about 3.7%; also: not every result past the cut was called active; inactives centre near 0; reference of the scale not given here
BoNT-A LC inh2: BoNT/A light chain protease inhibitors, primary screen, biochemical, flow cytometry, MLPCN library; Botulinum neurotoxin type A light chain protease (Clostridium botulinum A str. ATCC 3502); multiplex microsphere protease substrate cleavage; inhibition, % at 10 µM; 360,000 tested, 0.17% active; AID 588499, 2011; also: plate controls were buffer without enzyme for full effect and enzyme alone for no effect
PfHsp40 yeast: rescue of yeast from PfHsp40 toxicity, primary screen, S. cerevisiae, ATP luminescence; AID 504582, 2011; growth rescue, % at 12.5 µM; S. cerevisiae expressing PfHsp40, growth rescue; 340,000 tested, 0.68% active; in the data active = growth rescue above about 28%, passing the limit was not always enough; inconclusive = no clear call, values can overlap the other calls;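 also: yeast W303a lacking pdr1 and pdr3 grown in galactose medium; growth measured after three days at 30 °C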
Starred values were filed as active, the others as inactive. Rule as the data show it, unless noted: active = inhibition above about 30%; inconclusive = no clear call, values can overlap the other calls; inactive = below that.

COCC(=O)N1C[C@H]2CON(C)[C@H]2C[C@H]1c1cccc(-c2ccccc2)c1 was read as Anthrax LF prot -8, Y pestis TopoI -2, TcdB inh 0.2, CCHFV vOTU inh -2, Vc quorum ag -0.5 and BoNT-A LC inh2 -0.3.
Screening CCC(C)NC(=O)CN(c1cc(Cl)cc(Cl)c1)S(C)(=O)=O (stereo unspecified) returned Anthrax LF prot 10, SSB-PriA inh -16, Y pestis TopoI 2, VHR inh abs 16, 3CLpro inhibitor -1, TcdB inh 0.4, CCHFV vOTU inh 0, Vc quorum ag -0.6, BoNT-A LC inh2 0.0 and PfHsp40 yeast 0.9.
Screening O=C(Nc1ccccc1C(F)(F)F)Nc1cccc2ccccc12 returned Anthrax LF prot -5, SSB-PriA inh -4, Y pestis TopoI -3, VHR inh abs 10, 3CLpro inhibitor 3, CCHFV vOTU inh -11, Vc quorum ag -1.0, BoNT-A LC inh2 1.3 and PfHsp40 yeast 0.7.
NC(=O)c1cccc(-c2coc3c(C(=O)NCCc4ccccc4)cccc23)c1 was read as Anthrax LF prot -5, Y pestis TopoI 29, TcdB inh 5.8, CCHFV vOTU inh 6, Vc quorum ag -0.4 and BoNT-A LC inh2 -0.4.
`COc1ccccc1/C=C/C(=O)Nc1ccc(S(=O)(=O)Nc2cc(C)on2)cc1` gave Anthrax LF prot 0, SSB-PriA inh 5, Y pestis TopoI 3, VHR inh abs 34, 3CLpro inhibitor 8, TcdB inh 1.1, CCHFV vOTU inh 28, Vc quorum ag -0.4, BoNT-A LC inh2 -1.5 and PfHsp40 yeast -0.2.
`CN1CCN(c2ncnc3c2ncn3[C@H]2CN(C)C[C@@H](CO)O2)CC1` gave Anthrax LF prot -8, Y pestis TopoI -1, TcdB inh -8.0, CCHFV vOTU inh 6, Vc quorum ag inactive and BoNT-A LC inh2 -0.1.
Screening CCOc1ccc(S(=O)(=O)N2CCNC(=O)C2)cc1 returned Anthrax LF prot -8, SSB-PriA inh -6, Y pestis TopoI 0, TcdB inh 1.4, CCHFV vOTU inh -4, Vc quorum ag inactive, BoNT-A LC inh2 0.2 and PfHsp40 yeast 0.8.
Screening COc1ccc(NC(=O)c2cc(-c3ccco3)nc3ccccc23)cc1S(=O)(=O)N1CCOCC1 returned Anthrax LF prot -3, SSB-PriA inh 19, Y pestis TopoI -7, VHR inh abs 31, 3CLpro inhibitor 4, TcdB inh 0.7, CCHFV vOTU inh 0, Vc quorum ag -0.5, BoNT-A LC inh2 1.0 and PfHsp40 yeast -1.2.
Screening C=CC[C@H](CC(=O)NCCO)C(=O)N[C@@H](COC(=O)[C@H](CC=C)CC(=O)OC(C)(C)C)Cc1c[nH]c2ccccc12 returned Anthrax LF prot -6, SSB-PriA inh -2, Y pestis TopoI 9, TcdB inh 3.0, CCHFV vOTU inh 8, Vc quorum ag inactive, BoNT-A LC inh2 -0.3 and PfHsp40 yeast -1.3.
For COc1cc2c(c(OC)c1OC)CC(=O)N(C)CC2 the results were Anthrax LF prot 1, SSB-PriA inh -9, Y pestis TopoI 11, VHR inh abs 36, 3CLpro inhibitor 1, CCHFV vOTU inh -7, Vc quorum ag -0.2, BoNT-A LC inh2 0.6 and PfHsp40 yeast 4.9.
Screening O=C(CSCSCC(=O)Nc1ccc2c(c1)OCO2)Nc1ccc2c(c1)OCO2 returned Anthrax LF prot 3, SSB-PriA inh -1, Y pestis TopoI 8, VHR inh abs 15, 3CLpro inhibitor 4, TcdB inh -0.3, CCHFV vOTU inh 1, Vc quorum ag inactive, BoNT-A LC inh2 -0.1 and PfHsp40 yeast 0.2.
`CC(=O)Nc1cccc(NC(=O)c2cc(C)on2)c1` gave Anthrax LF prot -4, SSB-PriA inh -4, Y pestis TopoI -2, VHR inh abs 16, 3CLpro inhibitor 1, TcdB inh 3.5, CCHFV vOTU inh -9, Vc quorum ag -2.5, BoNT-A LC inh2 -0.1 and PfHsp40 yeast -0.2.
Screening CCOC(=O)c1cnc2c(F)ccc(F)c2c1Sc1ccccc1 returned SSB-PriA inh 2, Y pestis TopoI 23, VHR inh abs 24, 3CLpro inhibitor 4, TcdB inh 0.8, CCHFV vOTU inh 2, Vc quorum ag -0.3 and PfHsp40 yeast 0.0.
For CC(=O)Nc1ccc(NC2=C/C(=N/S(=O)(=O)c3cccs3)c3ccccc3C2=O)cc1 the results were Anthrax LF prot -6, Y pestis TopoI -3, VHR inh abs 19, 3CLpro inhibitor -2, TcdB inh -0.2, CCHFV vOTU inh 110*, Vc quorum ag 0.4, BoNT-A LC inh2 -1.0 and PfHsp40 yeast 0.6.
For Cc1ccc2cc3cc(C(=O)NCCCN4CCCC4=O)oc3nc2c1 the results were Anthrax LF prot -3, SSB-PriA inh 7, Y pestis TopoI 0, VHR inh abs 20, 3CLpro inhibitor -6, TcdB inh 0.6, CCHFV vOTU inh -161, Vc quorum ag inactive, BoNT-A LC inh2 -2.3 and PfHsp40 yeast 1.4.

Reprinted from the listing for reference:
Screening CCOc1ccc(S(=O)(=O)N2CCNC(=O)C2)cc1 returned Anthrax LF prot -8, SSB-PriA inh -6, Y pestis TopoI 0, TcdB inh 1.4, CCHFV vOTU inh -4, Vc quorum ag inactive, BoNT-A LC inh2 0.2 and PfHsp40 yeast 0.8.
Screening COc1ccc(NC(=O)c2cc(-c3ccco3)nc3ccccc23)cc1S(=O)(=O)N1CCOCC1 returned Anthrax LF prot -3, SSB-PriA inh 19, Y pestis TopoI -7, VHR inh abs 31, 3CLpro inhibitor 4, TcdB inh 0.7, CCHFV vOTU inh 0, Vc quorum ag -0.5, BoNT-A LC inh2 1.0 and PfHsp40 yeast -1.2.

(further entries)
Screening COc1ccccc1-n1c(-c2ccccc2)c[nH]c1=S returned Anthrax LF prot 4, SSB-PriA inh 12, Y pestis TopoI 1, VHR inh abs 20, 3CLpro inhibitor 1, TcdB inh 2.8, CCHFV vOTU inh -4, Vc quorum ag inactive, BoNT-A LC inh2 0.2 and PfHsp40 yeast -0.7.
COC(=O)c1ccc(C(=O)OC)c(NC(=S)N2CCCCC2C)c1 (stereo unspecified) was read as Anthrax LF prot -4, SSB-PriA inh 4, Y pestis TopoI -5, VHR inh abs 4, 3CLpro inhibitor 5, CCHFV vOTU inh -193, Vc quorum ag inactive, BoNT-A LC inh2 2.9 and PfHsp40 yeast -1.3.
Cc1ccc(-c2csnn2)cc1 was read as Anthrax LF prot -5, SSB-PriA inh -2, Y pestis TopoI -5, VHR inh abs -2, 3CLpro inhibitor -2, TcdB inh 0.7, CCHFV vOTU inh -2, Vc quorum ag -1.4, BoNT-A LC inh2 inconclusive and PfHsp40 yeast -0.3.
For CCOC(=O)c1[nH]c(C)c(C(=O)OCC)c1C the results were Anthrax LF prot 0, SSB-PriA inh -3, Y pestis TopoI -8, VHR inh abs 4, 3CLpro inhibitor 2, TcdB inh 0.7, CCHFV vOTU inh -5, Vc quorum ag -0.2, BoNT-A LC inh2 -0.5 and PfHsp40 yeast -1.3.
O=C(COc1ccccc1)NC(=S)Nc1ccc2c3c(cccc13)CC2 was read as Anthrax LF prot 1, SSB-PriA inh -11, Y pestis TopoI -3, VHR inh abs 2, 3CLpro inhibitor -5, CCHFV vOTU inh 5, Vc quorum ag 5.3, BoNT-A LC inh2 0.6 and PfHsp40 yeast -0.9.
Nc1ccn(CC(=O)NCCNc2ccc([N+](=O)[O-])cn2)c(=O)n1 was read as Anthrax LF prot 0, SSB-PriA inh 3, Y pestis TopoI 1, TcdB inh 0.0, CCHFV vOTU inh -2, Vc quorum ag 0.8, BoNT-A LC inh2 0.2 and PfHsp40 yeast -0.5.
For OCCC1CN(Cc2c(F)cccc2Cl)CCN1C1CCCC1 (stereo unspecified) the results were Anthrax LF prot -3, SSB-PriA inh -13, Y pestis TopoI -6, VHR inh abs 22, 3CLpro inhibitor 0, TcdB inh 0.0, CCHFV vOTU inh 5, Vc quorum ag inactive, BoNT-A LC inh2 -0.4 and PfHsp40 yeast -0.5.
For N=C1CCCN1CC(=O)c1ccc(Br)cc1 the results were Anthrax LF prot -2, SSB-PriA inh 2, Y pestis TopoI -2, VHR inh abs 28, 3CLpro inhibitor 3, CCHFV vOTU inh 1, Vc quorum ag -3.4, BoNT-A LC inh2 0.0 and PfHsp40 yeast 46*.
`Nc1ccc2nonc2c1[N+](=O)[O-]` gave Anthrax LF prot -5, SSB-PriA inh -4, Y pestis TopoI 5, VHR inh abs 13, 3CLpro inhibitor -5, TcdB inh -1.1, CCHFV vOTU inh -7, Vc quorum ag -1.2, BoNT-A LC inh2 -0.1 and PfHsp40 yeast 0.4.
For COc1cc(CNCc2ccc3c(c2)OCO3)c([N+](=O)[O-])cc1OC the results were Anthrax LF prot -1, SSB-PriA inh 2, Y pestis TopoI 1, VHR inh abs 39, 3CLpro inhibitor 0, TcdB inh -0.4, CCHFV vOTU inh 1, Vc quorum ag -0.2, BoNT-A LC inh2 -0.9 and PfHsp40 yeast -1.5.
For C/C(=N/NC(=O)c1cccnc1)C1=C(O)CC(C)(C)CC1=O the results were Anthrax LF prot 0, Y pestis TopoI -1, VHR inh abs 38, 3CLpro inhibitor -6, TcdB inh 0.8, CCHFV vOTU inh -7, Vc quorum ag inactive, BoNT-A LC inh2 -1.8 and PfHsp40 yeast -0.6.
`Cc1cc(C)c(S(=O)(=O)N2CCC(C(=O)NCc3ccc(Cl)cc3Cl)CC2)c(C)c1` gave Anthrax LF prot 3, SSB-PriA inh -14, Y pestis TopoI -10, VHR inh abs 21, 3CLpro inhibitor 0, CCHFV vOTU inh 0, Vc quorum ag -0.1, BoNT-A LC inh2 -1.6 and PfHsp40 yeast 38*.
For O=C(c1c[nH]c2ccccc12)N1CCN(c2ccccc2)CC1 the results were Anthrax LF prot -6, SSB-PriA inh 4, Y pestis TopoI -13, VHR inh abs 17, 3CLpro inhibitor 2, TcdB inh -0.4, CCHFV vOTU inh 12, Vc quorum ag 1.3, BoNT-A LC inh2 -0.8 and PfHsp40 yeast 1.2.
For CCCCCCCCN1[C@@H](CC(=O)O)c2cc(C(F)(F)F)ccc2S1(=O)=O the results were Anthrax LF prot -17, SSB-PriA inh 1, Y pestis TopoI 15, TcdB inh -0.5, CCHFV vOTU inh 18, Vc quorum ag inactive, BoNT-A LC inh2 0.2 and PfHsp40 yeast 0.5.
`O=c1oc(-c2ccccc2)nc2sc3c(c12)CCCC3` gave Anthrax LF prot -5, SSB-PriA inh -6, Y pestis TopoI 5, VHR inh abs 20, 3CLpro inhibitor -4, CCHFV vOTU inh -2, Vc quorum ag 1.0, BoNT-A LC inh2 -1.8 and PfHsp40 yeast -0.6.
Screening COc1ccc(C=CC(=O)c2cc(O)ccc2O)cc1 returned Anthrax LF prot 3, SSB-PriA inh 6, Y pestis TopoI -24, TcdB inh -3.8, CCHFV vOTU inh -12, Vc quorum ag inactive, BoNT-A LC inh2 -1.9 and PfHsp40 yeast 0.3.
For CC1(C(=O)NCc2ccc(C(F)(F)F)cc2)CCN1Cc1c(F)cccc1F (stereo unspecified) the results were Anthrax LF prot -2, Y pestis TopoI 24, TcdB inh -0.2, CCHFV vOTU inh 31*, Vc quorum ag inactive and BoNT-A LC inh2 -0.2.

An excerpt. The share of hits here may be higher or lower than overall.
